Compound activity: PubChem, National Center for Advancing Translational Sciences (NCATS)
DT40 TDP1 CPT = DT40-hTDP1 cell growth loss with CPT; chicken DT40 Tdp1-/-;hTDP1 cells + 20 nM CPT, ATP luminescence, 48 h; Potency, µM (series often up to 46.2 µM), for inactives: top-dose activity change, negative = growth inhibition, hits mostly inhibitors; hit rate 12% among 420,000; also: nearly all actives have a fitted effect of over 55% in size
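Chicken DT40 Tdp1-/- cells complemented with human TDP1, 400 cells/well, exposed to compounds plus 20 nM camptothecin for at least 48 h at 37 C; viability read as ATP content by CellTiter-Glo luminescence.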
TDP1 block = blocks human tyrosyl-DNA phosphodiesterase 1; hit rate 0.28% among 350,000; Potency, µM (titrated, usually from 130 µM), without a hit: at the highest dose activity change, negative = inhibition, most hits filed as inhibitors; AID 485290; recombinant TDP1, AlphaScreen DNA substrate cleavage; also: nearly all actives have a fitted effect of over 40% in size
Target sequence (Q9NUW8 whole entry, looked up): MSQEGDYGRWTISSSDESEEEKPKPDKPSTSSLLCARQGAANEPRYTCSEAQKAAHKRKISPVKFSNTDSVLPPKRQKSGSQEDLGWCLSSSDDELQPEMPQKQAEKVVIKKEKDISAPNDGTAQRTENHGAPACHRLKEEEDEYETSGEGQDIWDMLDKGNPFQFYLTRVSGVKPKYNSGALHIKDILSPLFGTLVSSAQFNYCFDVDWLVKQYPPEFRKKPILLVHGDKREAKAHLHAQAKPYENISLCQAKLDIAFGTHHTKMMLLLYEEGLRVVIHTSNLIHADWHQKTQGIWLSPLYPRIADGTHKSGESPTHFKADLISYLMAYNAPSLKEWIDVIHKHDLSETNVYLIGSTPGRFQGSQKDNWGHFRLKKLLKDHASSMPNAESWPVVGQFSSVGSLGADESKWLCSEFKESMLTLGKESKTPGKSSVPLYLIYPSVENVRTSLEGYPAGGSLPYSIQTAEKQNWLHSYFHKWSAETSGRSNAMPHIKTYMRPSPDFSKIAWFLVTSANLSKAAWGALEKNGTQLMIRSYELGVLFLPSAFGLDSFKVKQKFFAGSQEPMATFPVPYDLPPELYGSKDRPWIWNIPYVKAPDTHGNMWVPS
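Steps: enzyme plus compound, 15 min RT; add biotin/phosphotyrosine-FITC oligonucleotide (15 nM final), react 5 min; add donor/acceptor beads (10 ug/ml final), 10 min; read AlphaScreen. Tdp1 at 1 nM final.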
TDP1 cell noCPT = qHTS for Inhibitors of human tyrosyl-DNA phosphodiesterase 1 (TDP1): qHTS in cells in absence of CPT; hit rate 15% among 420,000; DT40 Tdp1-/- hTDP1 cells, no CPT, ATP luminescence, 48 h; AID 686978, 2013; Potency, µM (series often up to 46.2 µM), for the others: at the top dose activity change, negative = growth inhibition, most hits filed as inhibitors; also: nearly all actives have a fitted effect of over 55% in size
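Luminescent ATP content (CellTiter-Glo) served as the growth readout. Knockout chicken DT40 cells expressing human TDP1 were exposed to compounds without camptothecin for a minimum 48 hr at 37 °C.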
Active calls of the source: *; ? = inconclusive; . = not tested or not shown; [ ] = dose if it differs, or a comment. Calls follow the shape of the dose curve; as a rule, active = well fitted curve in the direction sought with a large enough effect; inconclusive = small, poorly fitted or top-dose-only effect, or another doubt; inactive = no such curve, though single readings can be large; an effect the other way counts as inactive or inconclusive. % is scaled to controls: 0 for no effect and ±100 for the full control effect; potency is read from the fitted curve at half-maximal effect. Rows are unselected. Share with any hit: about 18%.

SMILES	DT40 TDP1 CPT	TDP1 block	TDP1 cell noCPT
COc1ccc(NC(=O)N2CCCCC2)cc1	-23.3%	2.2%	-18.0%
COc1cc(/C=C/C(=O)OCc2c(C)noc2C)ccc1OC(F)F	-7.0%	0.0%	1.1%
COC(=O)c1c(NC(=O)c2cccc(OC)c2)sc2c1CCC(C(C)(C)C)C2 (stereo not drawn)	5.8%	-3.1%[12.3 µM]	0.7%
COc1ccc(C)cc1NC(=O)N1CCC(CN2CCC(C)CC2)CC1	0.8%	-9.9%	0.9%
Cc1ccc(S(=O)(=O)Nc2ccc(N3CCOCC3)cc2)cc1[N+](=O)[O-]	-8.3%	0.0%	-25.4%
CCOC(=O)c1c(S(=O)(=O)N2CCN(c3cc(Cl)ccc3C)CC2)c(C)n(C)c1C	?	7.4%	20.6µM*
Cc1cc(C)nc(SCC(=O)Nc2sc3c(c2C#N)CCC(C)C3)n1 (stereo not drawn)	20.6µM*	.	14.6µM*
COc1ccc(CCNC(=O)CSc2nc3[nH]ncc3c(=O)n2-c2ccc(Br)cc2)cc1OC	-5.2%	-2.3%	?
COc1ccc(S(=O)(=O)N2CC(=O)Nc3ccccc32)cc1	3.3%	.	13.6%
Nc1ccc(-c2cc3ccccc3oc2=O)cc1	-7.7%	2.8%	0.3%
Cc1ccc(NC(=O)Nc2ccc3c(c2)OCO3)cc1F	12.5%	2.1%	23.9%
CN(C)Cc1ccccc1-c1nccc(N(C)C)n1	-12.0%	-4.2%[56.1 µM]	?
N#Cc1ccc(-c2cccnc2)nc1SCC(=O)Nc1sc2c(c1C#N)CCC2	-25.2%	-4.2%	-23.9%
COCCNC(=O)CCCn1c(SCC(=O)c2ccc(F)cc2)nc2c(sc3ccccc32)c1=O	-13.2%	5.8%	-14.7%
Cc1cccc(NC(=O)C2(c3cccs3)CCOCC2)c1	-2.5%	3.0%	-33.9%
Cc1cc(-c2ccccc2)n2nc(C)c(C#N)c2n1	-0.8%	-4.7%	-20.7%
COc1cc2nc(SCc3c(C)noc3C)n(CCC3=CCCCC3)c(=O)c2cc1OC	?	0.0%	?
Cc1ccc(C)c(C(=O)CN2C(=O)NC3(CCc4ccccc43)C2=O)c1 (stereo not drawn)	?	0.6%	?
O=C(C[C@H]1C/C=C\C[C@H](NC(=O)OCC2c3ccccc3-c3ccccc32)C(=O)OC[C@@H]2CCCN2C1=O)NCCO	4.11µM*	-7.3%	5.8µM*
O=C(O)CC1(CC(=O)O)Nc2ccccc2SC1=O	9.1%	.	-12.9%
O=C1/C(=C/c2ccccn2)SC(=S)N1N1CCOCC1	-7.0%	2.6%	-20.9%
COc1cccc(C(=O)Nc2nnc(-c3ccc(Cl)cc3)o2)c1	10.3µM*	.	10.3µM*
CCCNC(=O)Nc1cc(OC)c(OC)cc1Cc1nccc2cc(OC)c(OC)cc12	-1.6%	.	9.0%
Cc1cc(=O)n2[nH]c(=O)c(N=Nc3ccccc3)c2[nH]1	-21.5%	4.8%	?
COc1ccc(CNc2ncnc3ccc(-c4cccc(C#N)c4)cc23)c(OC)c1	?	.	25.9µM*
Cc1ccc(S(=O)(=O)NCC2CCC(C(=O)N3CCOCC3)CC2)cc1 (stereo not drawn)	11.6%	.	?
Cc1cc([N+](=O)[O-])ccc1NC(=O)CSc1nnc(C)n1C	0.3%	.	-2.2%
COc1cc(/C=N/NC(=O)c2cc(-c3ccccc3)nc3ccccc23)cc(OC)c1O	?	.	?
COC(CNC(=O)C(=O)NCC1OCCN1S(=O)(=O)c1ccccc1)OC (stereo not drawn)	-3.4%	.	-4.0%
CCOC(=O)Cn1c(=O)oc2cc(S(=O)(=O)N(CCN(C)C)Cc3ccccc3)ccc21	-18.2%	1.9%	-11.5%

As a short view, part of the list above.
SMILES	DT40 TDP1 CPT	TDP1 block	TDP1 cell noCPT
COc1ccc(CCNC(=O)CSc2nc3[nH]ncc3c(=O)n2-c2ccc(Br)cc2)cc1OC	-5.2%	-2.3%	?
COc1ccc(S(=O)(=O)N2CC(=O)Nc3ccccc32)cc1	3.3%	.	13.6%
Nc1ccc(-c2cc3ccccc3oc2=O)cc1	-7.7%	2.8%	0.3%
Cc1ccc(NC(=O)Nc2ccc3c(c2)OCO3)cc1F	12.5%	2.1%	23.9%
CN(C)Cc1ccccc1-c1nccc(N(C)C)n1	-12.0%	-4.2%[56.1 µM]	?
N#Cc1ccc(-c2cccnc2)nc1SCC(=O)Nc1sc2c(c1C#N)CCC2	-25.2%	-4.2%	-23.9%
COCCNC(=O)CCCn1c(SCC(=O)c2ccc(F)cc2)nc2c(sc3ccccc32)c1=O	-13.2%	5.8%	-14.7%
Cc1cccc(NC(=O)C2(c3cccs3)CCOCC2)c1	-2.5%	3.0%	-33.9%
Cc1cc(-c2ccccc2)n2nc(C)c(C#N)c2n1	-0.8%	-4.7%	-20.7%
COc1cc2nc(SCc3c(C)noc3C)n(CCC3=CCCCC3)c(=O)c2cc1OC	?	0.0%	?
Cc1ccc(C)c(C(=O)CN2C(=O)NC3(CCc4ccccc43)C2=O)c1 (stereo not drawn)	?	0.6%	?
O=C(C[C@H]1C/C=C\C[C@H](NC(=O)OCC2c3ccccc3-c3ccccc32)C(=O)OC[C@@H]2CCCN2C1=O)NCCO	4.11µM*	-7.3%	5.8µM*
O=C(O)CC1(CC(=O)O)Nc2ccccc2SC1=O	9.1%	.	-12.9%
O=C1/C(=C/c2ccccn2)SC(=S)N1N1CCOCC1	-7.0%	2.6%	-20.9%
COc1cccc(C(=O)Nc2nnc(-c3ccc(Cl)cc3)o2)c1	10.3µM*	.	10.3µM*
CCCNC(=O)Nc1cc(OC)c(OC)cc1Cc1nccc2cc(OC)c(OC)cc12	-1.6%	.	9.0%
Cc1cc(=O)n2[nH]c(=O)c(N=Nc3ccccc3)c2[nH]1	-21.5%	4.8%	?
COc1ccc(CNc2ncnc3ccc(-c4cccc(C#N)c4)cc23)c(OC)c1	?	.	25.9µM*
Cc1ccc(S(=O)(=O)NCC2CCC(C(=O)N3CCOCC3)CC2)cc1 (stereo not drawn)	11.6%	.	?
Cc1cc([N+](=O)[O-])ccc1NC(=O)CSc1nnc(C)n1C	0.3%	.	-2.2%
COc1cc(/C=N/NC(=O)c2cc(-c3ccccc3)nc3ccccc23)cc(OC)c1O	?	.	?
COC(CNC(=O)C(=O)NCC1OCCN1S(=O)(=O)c1ccccc1)OC (stereo not drawn)	-3.4%	.	-4.0%
CCOC(=O)Cn1c(=O)oc2cc(S(=O)(=O)N(CCN(C)C)Cc3ccccc3)ccc21	-18.2%	1.9%	-11.5%

(continued)
SMILES	DT40 TDP1 CPT	TDP1 block	TDP1 cell noCPT
Fc1ccc(-c2csc(NC(=S)Nc3ccccc3)n2)cc1	20.6µM*	.	?
c1ccc(COc2ccc(OCCN3CCCC3)cc2)cc1	?	4.7%	?
CC(C)NC(=O)NC(=O)COC(=O)/C=C/c1ccc2c(c1)OCO2	13.8%	6.2%	-3.4%
Cc1ccc2occ(CC(=O)Nc3ccc(Cl)c(C(F)(F)F)c3)c2c1	20.6µM*	-8.6%	16.4µM*
CCCCC(=O)Nc1ccccc1C#N	0.7%	0.0%	-1.9%
COc1ccc(C(=O)N(c2ccccn2)C2CCCCC2)c(OC)c1	7.6%	8.8%	12.6%
COc1ccccc1N1CCN(C(=O)c2cc(C)on2)CC1	?	.	-4.6%
Cc1cc(C)c(S(=O)(=O)NCCCn2ccnc2)c(C)c1	?	1.1%	?
CCOC(=O)CSc1nc2sc3c(c2c(=O)[nH]1)CC(C)(C)OC3	-16.6%	1.0%	-25.4%
COc1ccc(Cl)cc1NC(=O)c1noc2c1CCc1ccccc1-2	-13.0%	2.7%	-5.5%
CC(C)N(C(=O)CSc1nnc(Cn2nnc3ccccc32)n1C)C(C)C	-6.7%	7.8%	2.0%
CN(CC(=O)N1CCN(c2ccccn2)CC1)S(=O)(=O)c1cccc2nsnc12	12.7%	5.3%	4.7%
Cc1ccc(N(CC(=O)NCC2CCCO2)C(=O)CCC(=O)Nc2ccccn2)cc1 (stereo not drawn)	-24.1%	4.9%	5.0%
O=C(N/N=C/C=C\c1ccco1)c1cccs1	?	1.3%	?
O=C(NCc1n[nH]c(=S)n1-c1cccc(C(F)(F)F)c1)c1ccco1	6.6%	10.2%	1.1%
O=C(OCc1ccccc1F)c1cc2ccccc2cc1O	15.8%	.	0.1%
C#CCOCCOCCOCCNc1nc(N2CCN(C(=O)[C@H](CCCCN)n3cc([C@@H](N)[C@H](C)CC)nn3)CC2)nc(N2CCN(C(=O)[C@H](CCC(=O)O)n3cc([C@@H](N)CCSC)nn3)CC2)n1	28.6%	0.5%	8.4%
CCN(C)C1CN(Cc2cn(Cc3ccc(Cl)cc3)nn2)S(=O)(=O)C1 (stereo not drawn)	-8.4%	.	-13.4%
Cc1ccc(S(=O)(=O)N2CCOCC2)c(C)c1NS(C)(=O)=O	34.2%[activator]	0.0%	-11.7%
Cc1c(NC(=O)c2ccc(Cl)c(S(=O)(=O)N3CCOCC3)c2)c(=O)n(-c2ccccc2)n1C	-17.7%	0.0%	-0.6%
COc1cccc(NC(=O)C2Cc3ccccc3CN2C(=O)c2ccco2)c1 (stereo not drawn)	?	5.6%	-29.2%
CCOC(=O)CNS(=O)(=O)c1c(C)noc1C	-1.1%	4.6%	-5.1%
CCC(C)(C)NC(=O)Cn1c(-c2ccccc2)cc(C(C)=O)c1C	-20.5%	0.0%	?
CC(C)(C)NC(=O)COc1ccc(CNc2ncn[nH]2)cc1	5.3%	9.0%	-21.1%
CCc1ccc(NC(=S)Nc2ccc(S(=O)(=O)Nc3ncccn3)cc2)cc1	-19.6%	4.9%	?
CC(C)(C)C1CCC(C(=O)OCC(=O)N2CCN(C(=O)c3ccco3)CC2)CC1 (stereo not drawn)	?	2.6%	-25.7%
COc1ccccc1-n1c(-c2cc(-c3ccc(F)cc3)n[nH]2)n[nH]c1=S	-10.5%	1.2%	?
